Assay outcomes deposited in PubChem BioAssay by several laboratories.
PHOSPHO1 inh = inhibitors of human PHOSPHO1 phosphatase | Q8TCT1 | recombinant PHOSPHO1, absorbance phosphatase assay | inhibition, % at 13.3 µM | 290,000 compounds, 1.1% hits; in the data active = inhibition above about 60%
FID counter = displaces DNA intercalator in HCV helicase counter-screen. inhibition, % at 7.9 µM. 290,000 compounds, 0.17% hits. DNA fluorescent intercalator displacement, fluorescence. AID 1845; in the data active = inhibition above about 37%;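 also: 0% = vehicle and 100% = reference compound; higher means more ethidium bromide displaced from hairpin DNA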
UBC9 SUMO inh = blocks human SUMOylation mediated by UBC9. P63279. HTRF SUMOylation assay, SAE1/SAE2 + UBC9, in vitro. inhibition, % at 35 µM. 290,000 compounds, 0.36% hits; in the data active = inhibition above about 50%, passing the limit was not always enough; also: strong numbers were not always called active
IMP-1 inhibitor = blocks Pseudomonas aeruginosa IMP-1 metallo-beta-lactamase. inhibition, % at 5.6 µM. purified IMP-1, nitrocefin hydrolysis, epi-absorbance fluorescence. 290,000 compounds, 0.45% hits;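 active = inhibition above the mean plus 3 SD of all compounds in the same screening run, cut at about 4.5% in these data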;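 also: 0% = IMP-1 with DMSO and 100% = DMSO wells lacking enzyme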
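System: purified recombinant IMP-1 beta-lactamase. Medium: Zinc- and detergent-supplemented HEPES buffer, pH 7.1. Compound: one 5.6 µM dose […]. Schedule: 15 min preincubation plus 25 min reaction at 25 °C. Technique: Epi-absorbance fluorescence, 480 nm excitation, 530 nm emission.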
VIM-2 inh = blocks Pseudomonas aeruginosa VIM-2 metallo-beta-lactamase. purified VIM-2, nitrocefin hydrolysis, epi-absorbance fluorescence. inhibition, % at 5.6 µM. 290,000 compounds, 0.89% hits;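 active = inhibition above the mean of all tested compounds plus 3 SD, cutoff set per screening run, cut at about 7.5% in these data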;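 also: red hydrolysis product quenches plate fluorescence so inhibitors raise well fluorescence; 0% = enzyme with DMSO and 100% = DMSO without enzyme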
HCV NS3 hel inh = inhibitors of Hepatitis C virus NS3 helicase | NS3 helicase DNA unwinding, Cy5 molecular beacon fluorescence | inhibition, % at 10.9 µM | 290,000 compounds, 0.56% hits | AID 1800;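 active = inhibition above the mean of all tested compounds plus 3 SD, set per campaign, cut at about 35% in these data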;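 also: 0% = DMSO wells and 100% = thioflavine S control wells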
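Assay system: hepatitis C virus NS3 helicase domain fragment enzyme. Also added: annealed dual-labelled DNA beacon duplex, ATP-started. Timing: 1 h reaction at 25 °C, ATP-initiated. Technique: Cy5 fluorescence at 0 and 60 min, beacon hairpin quenching. Evaluation: % inhibition of unwinding. Replication: one well per compound.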
MEKK3 PB1 HTS = MEKK3-MEK5 PB1 interaction, increase or decrease; bead-based flow cytometry, Alexa488-MEK5 binding to MEKK3; actives lie on both sides; 0 = blocked by unlabeled MEK5, 100 = vehicle; binding response (% of control), % at 10 µM; Q99759; 290,000 compounds, 1.4% hits;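 active = binding response more than 3 SD above or below the average of its plate-row segment, actives on both sides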;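 also: Alexa488 bead fluorescence after subtracting the streptavidin-only scavenger bead signal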
pCIP destab = lowers stability of the mouse p/CIP coactivator protein; AID 1984; 290,000 compounds, 0.01% hits; Q05BA5; decrease of EGFP signal, % at 10 µM; F442A p/CIP-EGFP cells, EGFP fluorescence, 16 h;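 active = EGFP signal decrease of at least 30% at 10 µM or well 3 SD below plate mean, unless failing retest; inactive = the rest, including hits failing retest or dose response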; also: some compounds called inactive have numbers as strong as hits; many of its hits are not listed in these tables
IDE cell activ = boosts human insulin-degrading enzyme activity in HEK cells; P14735; FAbeta-B cleavage, fluorescence polarization; 0% vehicle, 100% cell-free pure enzyme wells; activation, % at 5.96 µM; 340,000 compounds, 0.073% hits;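 active = activation above the mean of all tested compounds plus 3 SD, set per screening campaign, cut at about 17% in these data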
Target sequence (P14735 whole entry, looked up): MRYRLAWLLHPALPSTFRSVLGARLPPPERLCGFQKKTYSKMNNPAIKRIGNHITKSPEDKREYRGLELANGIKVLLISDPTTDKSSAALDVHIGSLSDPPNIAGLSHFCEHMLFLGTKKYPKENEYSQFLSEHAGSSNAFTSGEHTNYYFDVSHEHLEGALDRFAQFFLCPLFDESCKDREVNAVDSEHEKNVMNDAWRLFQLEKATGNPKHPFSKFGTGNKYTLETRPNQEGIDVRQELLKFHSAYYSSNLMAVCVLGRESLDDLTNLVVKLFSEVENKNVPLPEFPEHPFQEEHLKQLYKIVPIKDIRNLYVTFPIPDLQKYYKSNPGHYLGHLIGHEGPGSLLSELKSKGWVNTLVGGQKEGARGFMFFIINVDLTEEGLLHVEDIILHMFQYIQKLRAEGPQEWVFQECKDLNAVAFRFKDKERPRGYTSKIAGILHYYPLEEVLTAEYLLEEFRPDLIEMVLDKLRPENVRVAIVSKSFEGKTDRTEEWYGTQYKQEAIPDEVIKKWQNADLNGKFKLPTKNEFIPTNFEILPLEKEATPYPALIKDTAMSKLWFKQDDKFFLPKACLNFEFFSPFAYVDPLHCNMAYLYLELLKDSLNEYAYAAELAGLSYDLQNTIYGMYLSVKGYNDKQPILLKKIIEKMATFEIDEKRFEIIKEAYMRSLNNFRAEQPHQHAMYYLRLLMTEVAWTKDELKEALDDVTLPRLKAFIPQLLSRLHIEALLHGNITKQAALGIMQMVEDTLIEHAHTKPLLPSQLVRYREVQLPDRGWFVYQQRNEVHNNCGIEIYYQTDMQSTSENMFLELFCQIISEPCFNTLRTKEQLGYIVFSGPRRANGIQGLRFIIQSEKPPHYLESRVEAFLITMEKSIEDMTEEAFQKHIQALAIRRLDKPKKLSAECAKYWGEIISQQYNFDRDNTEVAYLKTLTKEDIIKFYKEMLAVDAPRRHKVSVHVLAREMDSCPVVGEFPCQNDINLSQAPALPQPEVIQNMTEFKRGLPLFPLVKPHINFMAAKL
* hit, by the source's call; x = not tested or not shown. This is a subset; rates above refer to the full screens.

SMILES	MEKK3 PB1 HTS	FID counter	IDE cell activ	UBC9 SUMO inh	VIM-2 inh	IMP-1 inhibitor	PHOSPHO1 inh	HCV NS3 hel inh	pCIP destab
O=[N+]([O-])c1cccc(CN2CCN(Cc3ccc(Br)cc3)CC2)c1	98	19	-1	-3	-2.6	-2.2	-21	-6	-4
CCOC(C(=O)OCCC[N+](C)(CC)CC)(c1ccccc1)c1ccccc1	103	7	3	3	-2.0	-2.2	16	-8	4
O=C(CN1CCOCC1)c1cccc2ccccc12	91	12	5	19	-2.2	-4.0	-17	3	-19
O=C(CNS(=O)(=O)c1ccc(Br)s1)N1CCC2(CC1)OCCO2	100	-6	4	2	-0.2	-1.3	-40	-5	-1
OC(C#CCN1CCOCC1)(c1ccccc1)C1CCCC1 (centres undefined)	95	-10	9	11	-1.0	-5.4	-7	6	3
CC1CN=C(NCc2ccccc2Cl)S1 (centres undefined)	106	-1	3	20	-0.3	0.1	x	-5	-18
COc1ccc(OC)c(C(O)C(C)N)c1 (centres undefined)	90	-1	5	-4	-1.9	-5.0	-1	2	2
O=C(CCc1ccc(O)cc1)N1C[C@H]2C[C@@H](C1)c1cccc(=O)n1C2	100	1	3	-2	-0.6	-0.2	24	14	0
N/C(=N\[N+](=O)[O-])N1CCN(C(=O)Oc2ccccc2)CC1	104	-3	4	3	0.2	-3.2	28	9	-1
C=CCN1C(=O)NC(=O)/C(=C/c2cccn2C)C1=O	99	0	2	-3	-2.0	-1.6	27	-2	-10
O=C(O)CCn1cc(C=C2C(=O)NC(=O)NC2=O)c(-c2cc3ccccc3oc2=O)n1	102	-3	-6	-1	-0.8	0.4	41	4	-23
CC(C)(C)c1cc([N+](=O)[O-])cc(C(C)(C)C)c1O	107	-2	x	9	0.3	-2.2	12	10	-2
Nc1ccccc1C(=O)c1ccccc1	111	-2	6	7	-2.5	-1.6	-1	-1	-16
CCCc1c(C)nc(SCC(=O)C(C)(C)C)nc1OC(=O)N(C)C	106	-36	5	-8	-1.6	-2.4	-10	-2	4
O=C(Cc1ccccc1)N1CCN(Cc2cccc(Br)c2)CC1	83	-26	0	-12	-0.6	-0.7	28	2	0
O=C(C(Cc1ccccc1)NS(=O)(=O)c1cccc2nsnc12)N1CCC2(CC1)OCCO2 (centres undefined)	91	-17	-1	1	0.0	-3.9	0	2	9
CN1CCC(N(C)c2ncnc3ccc(Br)cc23)CC1	116	4	3	4	-0.8	-0.6	17	-3	-7
COCc1cc(C2SCC(=O)Nc3c2c(=O)[nH]n3C(C)C)ccc1OC (centres undefined)	102	-1	7	13	0.2	0.2	-40	-4	1
Cc1c(C(=O)N2CCC3(CC2)OCCO3)oc2ccc(S(=O)(=O)N3CCCCC3)cc12	98	-40	-3	4	-2.8	-2.5	-5	1	-2
CN(C)S(=O)(=O)c1cc(C(=O)N2CCC(C(=O)O)(c3ccccc3)CC2)ccc1Cl	105	-33	-3	1	-2.3	0.1	23	-5	-8
C=CCn1c(O)c(C=Nc2ccc(OC)cc2C)c(=O)[nH]c1=O	99	0	2	20	-2.9	-4.0	1	9	6
NP(=O)(OCC(F)(F)F)Oc1cccc2ccccc12 (centres undefined)	99	3	2	15	-4.9	-2.4	11	5	0
O=c1c2ccccc2nc(-c2ccccc2)n1-c1cccc(O)c1	103	-8	1	2	-1.6	-2.2	18	7	10
O=C(N/N=C/c1c(O)n(C2CCCCC2)c(=S)[nH]c1=O)c1ccccc1	98	-40	-2	-5	-4.7	-0.4	19	-4	-2
C[C@H]1CC[C@@]2(C)[C@@H](CC[C@@H]3[C@@H]2CC[C@]2(C)[C@@H](O)CC[C@@H]32)C1	94	-6	1	-33	-1.9	-3.7	25	-4	5
COc1cccc(-n2c(C)nc3ccccc3c2=O)c1	109	-2	2	30	-2.2	-5.0	14	4	-21
O=C(COc1ccc(Cl)cc1)N1CCN(C/C=C/c2ccccc2)CC1	103	-20	1	4	-2.6	-4.3	0	-3	-6
Cc1cc(=O)[nH]c(SCc2nc3ccccc3c(=O)n2-c2ccccc2C)n1	104	-2	6	-4	0.1	-1.1	-54	-1	0
CCOc1ccc(N2C(=O)CC(=O)NC2=O)cc1	108	-6	-1	11	0.6	-2.5	29	16	-5
CCCC(C)(COC(N)=O)COC(=O)NC(C)C (centres undefined)	108	-2	7	-13	-2.5	-3.1	-1	1	-3

Taken from above.
C=CCn1c(O)c(C=Nc2ccc(OC)cc2C)c(=O)[nH]c1=O in HCV NS3 hel inh is listed with 9
O=c1c2ccccc2nc(-c2ccccc2)n1-c1cccc(O)c1 in UBC9 SUMO inh is listed with 2

Entries of single compounds, looked up by structure:
COc1ccc(OC)c(C(O)C(C)N)c1 (centres undefined) as listed: MEKK3 PB1 HTS: 90; FID counter: -1; IDE cell activ: 5; UBC9 SUMO inh: -4; VIM-2 inh: -1.9; IMP-1 inhibitor: -5.0; PHOSPHO1 inh: -1; HCV NS3 hel inh: 2; pCIP destab: 2
CC(C)(C)c1cc([N+](=O)[O-])cc(C(C)(C)C)c1O as listed: MEKK3 PB1 HTS: 107; FID counter: -2; IDE cell activ: x; UBC9 SUMO inh: 9; VIM-2 inh: 0.3; IMP-1 inhibitor: -2.2; PHOSPHO1 inh: 12; HCV NS3 hel inh: 10; pCIP destab: -2

More compounds follow:
SMILES	MEKK3 PB1 HTS	FID counter	IDE cell activ	UBC9 SUMO inh	VIM-2 inh	IMP-1 inhibitor	PHOSPHO1 inh	HCV NS3 hel inh	pCIP destab
N#CC(C#N)=NNc1ccc(-n2ccc(C(F)(F)F)n2)cc1	93	-15	1	-3	-2.3	-1.4	27	-9	-20
CC(C)Oc1cc(-n2c(=S)[nH]c3ccccc3c2=O)c(Cl)cc1Cl	104	-1	1	-27	-1.2	-1.7	11	-8	1
O=[N+]([O-])c1ccc(N2CCNCC2)cc1NC1CC1	x	4	x	-14	0.6	-0.4	0	-2	1
COc1cc(OC)cc(C(=O)Nc2ccc(Br)cc2C(=O)c2ccccc2)c1	101	3	2	-30	-0.5	0.2	16	-5	3
c1ccc(-c2cc(-c3ccccc3)[n+](-c3ccccc3)c(-c3ccccc3)c2)cc1	100	23	-12	21	1.9	0.6	18	-47	10
O=[N+]([O-])c1ccc(NCCO)c2ncccc12	92	0	0	-13	-8.2	-2.6	6	0	2
O=c1c2ccccc2nc(CNCc2ccco2)n1-c1ccc(F)cc1	99	-13	7	16	-2.9	-2.1	-5	12	-2
N#CC(C#N)=Cc1ccc(-c2ccccc2F)o1	94	-5	2	24	0.0	1.4	-10	7	-6
CN1CCc2c(c(N3CCCCC3)nc3n[nH]c(N)c23)C1	103	2	2	13	-0.2	-1.0	7	-6	-11
O=C(Cn1c(=O)c(C(F)(F)F)nc2ccccc21)N1CCC2(CC1)OCCO2	98	-4	6	4	-4.3	0.3	11	2	6
O=c1[nH]c(O)c(N=Nc2ccc(SC(F)F)cc2)c(=O)[nH]1	97	3	0	29	-2.0	-1.6	52	-5	-10
O=C1Nc2ccc(Br)cc2C(c2ccc(Cl)cc2)=NC1O (centres undefined)	101	-20	2	17	-3.4	-2.4	11	-5	-12
CCOc1ccc(C2CC(c3c(O)n(C)c(=O)n(C)c3=O)=NN2)cc1 (centres undefined)	96	-32	7	6	-3.0	-2.4	15	2	2
CN1C(=O)C(=Cc2cn(CC#N)c3ccccc23)C(=O)N(C)C1=O	102	2	-2	2	3.8	2.8	24	19	-1
C#CCOc1cc(C2C3=C(COC3=O)Nc3cc4c(cc32)OCO4)ccc1OC (centres undefined)	105	-6	6	19	-0.5	-0.4	-5	25	1
O=C1CN=C(c2ccc(F)cc2)c2oc3ccccc3c2N1	96	-12	0	3	-2.3	-1.5	23	10	-2
COc1ccc2c(c1OC)C(=O)OC2C1c2cc3c(cc2CCN1C)OCO3 (centres undefined)	107	-3	2	-3	0.4	-1.2	41	-2	-8
CC(C)N1CCN(Cc2cccc3c2OCO3)CC1CCO (centres undefined)	102	-6	0	5	-2.1	-2.6	18	7	8
O=C1C2CCN(CC2)C1Cc1ccccc1O (centres undefined)	98	0	x	20	-2.4	-2.5	28	-11	-9
CC1=CC(=C2C(=O)NC(=S)NC2=O)C=C(C(F)(F)F)N1C	100	0	3	9	-1.0	-6.6	31	8	-18
COc1ccccc1CCNCc1cccc(C(F)(F)F)c1	101	0	3	4	-1.3	-1.5	26	4	-7
CCc1ccc(CN2CCN(Cc3cc(Br)ccc3O)CC2)cc1	84	16	1	-3	-1.4	-0.9	-20	-60	5
CNC(=O)ON(C(=O)NC)C1N(C)C(=S)SC1(C)C (centres undefined)	101	1	-7	-10	-1.4	-2.7	-37	-5	-5
CCOc1cccc(=NC2CCCCC2)c2c(C)[nH]c(C)c12	88	-7	-1	37	2.3	3.1	11	17	-34
CCC(=O)OC1(c2ccccc2)CCN(C)CC1C (centres undefined)	99	2	x	12	-2.2	-0.6	20	-3	-8
COc1ccc(N2C(=O)/C(=C/c3cc(C)n(-c4ccc(C)cn4)c3C)C(=O)NC2=S)c(OC)c1	51	-8	1	18	1.6	-0.2	48	2	-3
Cc1ccc(C2N(c3cc(C)on3)C(=O)C3CCCN32)cc1 (centres undefined)	99	-3	2	21	-4.0	-3.7	16	7	22
O=[N+]([O-])c1cc(F)c(N2CCCCCC2)cc1N1CCNCC1	77	21	-2	0	0.9	-4.2	34	-27	-6
CC(=O)OC1(c2ccccc2)CC(C(C)(C)C)CN(C(C)(C)C)C1 (centres undefined)	103	-2	-4	-4	-3.7	-3.1	19	-2	-3
Clc1cccc(N2CCNCC2)n1	103	0	-2	17	-0.7	-2.9	-13	0	-6
